Source: PubChem BioAssay (Broad Institute)
RAD52 inh – RAD52 DNA annealing inhibitors, primary screen, biochemical, FRET, single point, set 2. 0.46% of 360,000 active. DNA repair protein RAD52 homolog (Homo sapiens), P43351. AID 651710, 2012. recombinant RAD52 DNA annealing, FRET fluorescence. inhibition, % at 18.7 µM;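 active = every replicate showing at least 50% inhibition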
Target sequence (P43351 whole entry, looked up): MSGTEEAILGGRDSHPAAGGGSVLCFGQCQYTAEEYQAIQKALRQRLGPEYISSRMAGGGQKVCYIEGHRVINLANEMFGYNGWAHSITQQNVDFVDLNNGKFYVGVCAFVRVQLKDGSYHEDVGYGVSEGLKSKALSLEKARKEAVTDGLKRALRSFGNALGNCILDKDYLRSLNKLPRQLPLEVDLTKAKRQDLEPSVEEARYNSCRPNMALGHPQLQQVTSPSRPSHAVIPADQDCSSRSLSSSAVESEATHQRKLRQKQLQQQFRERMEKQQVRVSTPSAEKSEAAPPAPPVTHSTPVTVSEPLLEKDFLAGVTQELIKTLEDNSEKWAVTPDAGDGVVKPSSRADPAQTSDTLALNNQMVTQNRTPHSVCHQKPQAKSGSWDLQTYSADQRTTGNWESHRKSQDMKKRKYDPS
E-sel inducer – E-selectin induction in HUVECs, primary screen, imaging, HUVEC, immunofluorescence imaging, single point; AID 686992, 2013; activation, % at 7.58 µM; normalized: neutral wells 0, TNF-alpha wells 100; 0.37% of 260,000 active; P16581;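 active = mean E-selectin-positive cell signal at least 10% of the positive control, reached in at least 60% of replicates, without over 20% cell loss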;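 also: in these data hits start at about 27%; measured in HUVEC primary endothelial cells; signal is the percent of cells scored E-selectin positive by PE staining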
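Test system: HUVEC | Signal: Immunofluorescence imaging | Read-out: Percent E-selectin-positive cells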
ERAP1 inh – human ERAP1 aminopeptidase inhibitors, primary screen, biochemical, single point, plate reader; Endoplasmic reticulum aminopeptidase 1 (Homo sapiens), Q9NZ08; recombinant ERAP1, Leu-AMC fluorescence, 60 min; 0.15% of 340,000 active; inhibition, % at 10.7 µM; AID 652197, 2013;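 active = mean replicate inhibition of at least 30%, or all replicates individually reaching that 30% level; inactive = mean below 30% and not every replicate reaching it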;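 also: 0% = neutral control wells and 100% = L-leucinethiol positive control wells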
ERp5 inh – inhibitors of ERp5-driven insulin aggregation, primary screen, biochemical, turbidity, absorbance 650 nm, single point. 90 min. AID 651711, 2012. 0.05% of 350,000 active. Protein disulfide-isomerase A6 (Homo sapiens), Q15084. inhibition, % at 9.99 µM;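 active = mean replicate inhibition above about 25%, with every replicate also reaching it, limit read from the data, passing the limit was not always enough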
Target sequence (Q15084 whole entry, looked up): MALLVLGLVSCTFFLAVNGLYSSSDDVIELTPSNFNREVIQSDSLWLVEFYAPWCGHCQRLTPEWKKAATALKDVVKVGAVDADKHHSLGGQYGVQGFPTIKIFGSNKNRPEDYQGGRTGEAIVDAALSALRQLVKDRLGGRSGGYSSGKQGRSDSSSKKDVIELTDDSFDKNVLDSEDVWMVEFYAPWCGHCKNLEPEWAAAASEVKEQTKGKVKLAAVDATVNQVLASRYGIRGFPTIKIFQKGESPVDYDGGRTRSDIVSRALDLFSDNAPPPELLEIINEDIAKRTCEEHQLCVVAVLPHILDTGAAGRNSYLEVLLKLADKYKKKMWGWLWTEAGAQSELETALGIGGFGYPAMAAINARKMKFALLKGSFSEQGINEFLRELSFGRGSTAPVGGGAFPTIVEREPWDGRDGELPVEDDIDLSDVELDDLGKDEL
esBAF inh – Bmi1 luciferase reporter increase in mESCs, primary screen, esBAF inhibitor project, mouse ES cells, Bmi1 luciferase knock-in, single point; 24 h; 100% = twice the neutral-well signal; reporter increase, % at 12.5 µM; 2% of 350,000 active; AID 602393, 2012; in the data active = activation above about 40%;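 also: 0% = median of the plate's neutral control wells and 100% = double that signal; a rise in the Bmi1 reporter signal indicates esBAF inhibition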
XiGFP reactiv – activators of inactive X chromosome reactivation, primary screen, imaging, XiGFP fibroblasts, GFP high-content imaging, set 2 | AID 743238, 2013 | activation, % at 7.58 µM | XiGFP mouse fibroblasts, % GFP-positive cells imaging, 3 d; cells co-treated with 5-aza-dC sensitizer; scaled so ellipticine positive control = 100% | 0.055% of 360,000 active;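 active = mean normalized replicate activation at least 10% and every replicate at or above 10%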;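 also: 0% = median of on-plate neutral control wells and 100% = ellipticine 6 µM median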
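System: 68-5-11 XiGFP fibroblast line | Buffer or medium: DMEM containing 5-aza-dC | Compound: Single point | Times: Compounds 3 days, fix/stain 15 min at room temperature | Benchmarks: Positive control ellipticine, 6 µM final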
RAD54 inh – inhibitors of human RAD54 branch migration, primary screen, biochemical, fluorescence, single point | DNA repair and recombination protein RAD54-like (Homo sapiens), Q92698 | AID 602329, 2012 | inhibition, % at 10.4 µM | RAD54 Holliday junction branch migration, FAM/BHQ fluorescence | 0.14% of 360,000 active;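 active = mean normalized replicate activity at least 40 and at least half of replicates scoring 40 or more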;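 also: 0% = median of neutral control wells and 100% = median of positive control wells; inhibitors cause a drop in the FAM fluorescence signal; in these data hits start at about 50%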
S100A4 inh HTS – inhibitors of S100A4-myosin IIA peptide binding, primary screen, biochemical, fluorescence polarization, TAMRA-MyoIIA peptide | Protein S100-A4 (Homo sapiens), P26447 | inhibition, % at 10.7 µM | 0.14% of 360,000 active | AID 652163, 2013;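 active = mean inhibition of at least 70% across replicates, with every replicate also reaching that level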
Target sequence (P26447 whole entry, looked up): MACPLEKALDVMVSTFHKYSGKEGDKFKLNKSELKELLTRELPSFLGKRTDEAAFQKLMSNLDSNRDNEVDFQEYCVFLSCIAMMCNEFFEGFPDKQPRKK
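incubation = readout 5 min after mixing, signal stable up to 60 min | system = S100A4 monomer protein | buffer or medium = HEPES pH 7.2 with CaCl2, KCl, NaCl, DTT, Triton | benchmarks = neutral control DMSO, positive control TFP | also added = fluorescent myosin IIA peptide, 5 nM | compound dosing = one concentration per compound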
* = called active by the depositor; nt = no result given; & = joins results of further samples.

SMILES	RAD52 inh	E-sel inducer	ERAP1 inh	ERp5 inh	esBAF inh	XiGFP reactiv	RAD54 inh	S100A4 inh HTS
CCOC(=O)c1c(NC(=O)CSc2nnc(-c3ccccc3)o2)sc(C(C)=O)c1C	-29	nt	3	-1	nt	nt	0	1
CCC(=O)N1CC(=O)N2[C@H](CO)[C@@H](c3ccc(-c4ccc(C#N)cc4)cc3)[C@@H]2C1	-11	-0.2	5	4	nt	0.0	nt	13
Cc1ccc(OCCn2c(SCCO)nc3c(N)ncnc32)cc1	-13	0.2	-4	2	-16	0.1	-8	-2
CCOC(=O)/C(C(=Nc1ccccc1)Nc1ccccc1)=C(\C)O	-3	0.3	3	2	0	0.0	3	-8
C[C@@H]1CN([C@@H](C)CO)C(=O)c2cccc(NC(=O)C3CC3)c2O[C@@H]1CN(C)Cc1ccccc1	-6	18	-1	8	-1	-0.1	-14	1
COc1cccc(C#Cc2cnc3c(c2)C(=O)N([C@H](C)CO)C[C@H](C)[C@H](CN(C)C(=O)C2CCCCC2)O3)c1	7	0.0	2	0	nt	0.5	nt	3
C[C@H]1CN([C@@H](C)CO)C(=O)Cc2cc(NC(=O)Nc3ccc(F)cc3)ccc2O[C@H]1CN(C)Cc1ccc(C(=O)O)cc1	-9	-4.4	-9	11	3	-0.1	-2	-32
O=C1NCCN/C1=C\C(=O)c1ccccc1	-18	nt	4	5	18	nt	-4	-4
COc1ccc(S(=O)(=O)Nc2ccc3c(c2)C(=O)N([C@H](C)CO)C[C@H](C)[C@H](CN(C)C(=O)Nc2ccc(F)cc2)OCCCC[C@@H](C)O3)cc1	12&-91	-0.1&-1.7	-1	-4&1	0	0.8&0.0	0	13&0
O=C(NCc1cccc(OC(F)(F)F)c1)c1ccc2c(c1)S(=O)(=O)c1cc(Cl)ccc1C2=O	-50	-0.1	0	1	7	0.0	1	3
CC1=CC2(C)C(C3C(C)=CC2(C)C(=O)C3(C)O)C(C)(O)C1=O (centres undefined)	1	0.0	-1	11	6	0.3	-8	1
CCC(C)n1c(=S)[nH]c2ccccc2c1=O (centres undefined)	1	nt	-1	-3	nt	0.1	nt	-4
Cc1noc(C)c1NC(=O)N(C)C[C@H]1Oc2c(NC(=O)Nc3cccc4ccccc34)cccc2C(=O)N([C@H](C)CO)C[C@H]1C	2	-9.3	0	8	-1	0.6	-18	-4
Cc1ccc(C2CC(c3cccs3)=NN2C(=O)CSC2=NN3CCCC(=O)N=C3S2)cc1 (centres undefined)	-9	nt	3	-1	11	0.1	0	-11
Cc1ccc(S(=O)(=O)CCC(=O)OCc2ccccc2F)cc1	-24	3.3	-4	2	nt	0.0	nt	-4
COc1cccc(NC(=O)N(C)C[C@H]2OCc3cn(nn3)CCCC(=O)N([C@@H](C)CO)C[C@@H]2C)c1	-3&-2&2	2.8&0.1	-2&-1&2	-2&-2&1	3&2&-3	0.1&-0.3	0&-2&-22	1&-10&-8
Cc1ccc2nc(SCC(=O)N/N=C/c3ccc(C(=O)O)cc3)cc(C)c2c1	-12	0.1	nt	-2	-11	-0.2	0	1
Cc1noc(C)c1NC(=O)N(C)C[C@@H]1OCCCC[C@@H](C)Oc2ccc(NS(C)(=O)=O)cc2C(=O)N([C@H](C)CO)C[C@@H]1C	nt	-0.3	nt	nt	7	0.1	3	nt
COc1ccc(C(C(=O)NC2CCCCC2)N(C(=O)c2ccco2)c2ccccc2C(C)=O)cc1OC (centres undefined)	-12	0.1	3	1	0	0.2	1	-8
CCc1ccc(C2NC(=S)NC3=C2C(=O)CCC3)cc1 (centres undefined)	-16	0.1	1	-3	nt	0.6	nt	-16

Continued; it opens with the 7 that closed the last part.
SMILES	RAD52 inh	E-sel inducer	ERAP1 inh	ERp5 inh	esBAF inh	XiGFP reactiv	RAD54 inh	S100A4 inh HTS
Cc1ccc(C2CC(c3cccs3)=NN2C(=O)CSC2=NN3CCCC(=O)N=C3S2)cc1 (centres undefined)	-9	nt	3	-1	11	0.1	0	-11
Cc1ccc(S(=O)(=O)CCC(=O)OCc2ccccc2F)cc1	-24	3.3	-4	2	nt	0.0	nt	-4
COc1cccc(NC(=O)N(C)C[C@H]2OCc3cn(nn3)CCCC(=O)N([C@@H](C)CO)C[C@@H]2C)c1	-3&-2&2	2.8&0.1	-2&-1&2	-2&-2&1	3&2&-3	0.1&-0.3	0&-2&-22	1&-10&-8
Cc1ccc2nc(SCC(=O)N/N=C/c3ccc(C(=O)O)cc3)cc(C)c2c1	-12	0.1	nt	-2	-11	-0.2	0	1
Cc1noc(C)c1NC(=O)N(C)C[C@@H]1OCCCC[C@@H](C)Oc2ccc(NS(C)(=O)=O)cc2C(=O)N([C@H](C)CO)C[C@@H]1C	nt	-0.3	nt	nt	7	0.1	3	nt
COc1ccc(C(C(=O)NC2CCCCC2)N(C(=O)c2ccco2)c2ccccc2C(C)=O)cc1OC (centres undefined)	-12	0.1	3	1	0	0.2	1	-8
CCc1ccc(C2NC(=S)NC3=C2C(=O)CCC3)cc1 (centres undefined)	-16	0.1	1	-3	nt	0.6	nt	-16
O=C(CSc1nnnn1Cc1ccccc1)NC1CCCCC1	-6	nt	8	-3	nt	0.2	nt	-3
NC(=O)CCC(NC(=O)c1ccc(Cl)cc1)C(=O)NCCc1ccc2c(c1)OCCO2 (centres undefined)	-4	-0.1	-9	-3	-4	0.0	-7	0
CC(NC(=O)COC(=O)CCc1nc2ccccc2c(=O)[nH]1)c1ccccc1 (centres undefined)	-9	49*	0	3	-7	0.1	-7	1
COc1ccc(CN(C)S(=O)(=O)c2nnc(NC(=O)c3cccc(C)c3)s2)cc1OC	-36	nt	-1	2	-1	0.2	6	70
CC(C)(CNS(=O)(=O)c1cccs1)N1CCOCC1	-5	nt	1	-1	-2	-0.1	nt	0
C#CCn1c(=O)c2c(ncn2C)n(C)c1=O	4	1.4	-4	2	15	-0.1	1	0
CCCN1[C@@H]2Cn3c(cccc3=O)[C@H]1[C@@H](C(=O)N[C@@H](C)c1ccccc1)[C@@H]2CO	-10	0.0	1	18	nt	0.1	nt	8
CN1[C@H](C(=O)Nc2ccccc2)[C@@H](CO)[C@@H]2Cn3c(ccc(-c4ccccc4)c3=O)[C@@H]21	11	-2.0	-2	nt	-4	0.1	3	-4
O=C(CCc1nnc2ccc(N3CCC4(CC3)OCCO4)nn12)NCc1ccccc1Cl	-13	nt	-7	-6	-5	0.4	3	-3
CNC[C@H]1Oc2cc(C#CC3(O)CCCC3)ccc2S(=O)(=O)N([C@@H](C)CO)C[C@H]1C	-5	1.0	1	10	-5	0.0	-8	3
COCc1c(C(=O)NC2CCCCC2)sc2cccc(F)c12	-12	0.1	0	1	36	5.3	5	-8
On1c(-c2ccc(Cl)cc2Cl)nc2ncccc21	-6	-0.2	1	1	2	0.2	4	-5
Cc1cccc(Nc2nnc(SCC(O)=C(C#N)c3nc4ccccc4[nH]3)s2)c1	-17	-0.2	1	-3	nt	0.0	nt	-4
COc1ccc(F)cc1-c1cc(C(=O)NCc2ccc(C(F)(F)F)cc2)[nH]n1	-7	0.4	8	1	-7	0.3	4	1
COc1ccccc1N1CCN(CC(O)c2c(C)[nH]c3ccccc23)CC1 (centres undefined)	-9	0.2	-1	1	1	0.0	-5	1
Cc1ccc(CNC(=O)CCC(=O)N2CC(C)Oc3ccccc32)cc1 (centres undefined)	0	nt	3	10	-4	-0.1	5	-2
Cc1ccc(S(=O)(=O)n2c(N)nc3cc(C)c(C)cc32)cc1	-11	0.1	-5	-1	-3	0.0	8	-2
C[C@@H]1CCCCO[C@H](CN(C)C(=O)Nc2ccc(C(F)(F)F)cc2)[C@H](C)CN([C@H](C)CO)C(=O)c2cc(NC(=O)c3ccncc3)ccc2O1	10	8.1	0	3	-5	0.3	-4	-8
CN(CC(=O)Nc1cccc(F)c1)C(=O)c1cccc(N2C(=O)CCC2=O)c1	-20	0.3	0	-8	1	0.0	2	-5
C[C@@H]1CCCCO[C@H](CN(C)C(=O)Cc2ccccc2)[C@@H](C)CN([C@H](C)CO)C(=O)c2cc(NS(=O)(=O)c3cn(C)cn3)ccc2O1	-8	0.1	0	0	1	-1.0	-4	1
Cc1ccc(S(=O)(=O)N2CCN(C(=O)N3CCCC3)CC2)cc1	-8	nt	-2	6	0	nt	2	-5
O=C(c1cccc(F)c1)N1CC(=O)N2[C@H](C1)[C@H](c1ccc(C3=CCCC3)cc1)[C@@H]2CO	-1	0.0	-1	-2	nt	0.0	nt	6
C[C@@H]1CN([C@H](C)CO)C(=O)c2cccc(NS(=O)(=O)c3cn(C)cn3)c2O[C@@H]1CN(C)C(=O)Nc1ccc(C(F)(F)F)cc1	5	0.4	3	-4	6	0.0	-4	-4
COc1ccccc1Cc1c(-c2ccco2)nc2ccc(Br)cn12	-34	-0.3	nt	7	25	0.0	-2	-8
Cc1ccc(OCc2ccc(C(=O)N3CCCC3)o2)c([N+](=O)[O-])c1	-5	0.5	-2	-3	nt	0.2	1	-1
O=C1CCc2cc(S(=O)(=O)NCCCC(=O)N3CCN(Cc4ccc5c(c4)OCO5)CC3)ccc2N1	-36	0.9	-1	-2	nt	0.2	nt	-1
CCc1ccc(-n2c(=O)c3ccccc3n(CC(=O)C(C)(C)C)c2=O)cc1	0	-0.7	nt	-1	-2	0.0	nt	1
O=C(O)c1ccc(NC(=O)c2cn(-c3ccccc3)nc2-c2ccc(Br)cc2)cc1	-29	nt	6	-2	nt	0.0	nt	-9
CC1C(c2ccccc2)OCCN1C(=S)Nc1ccc(S(=O)(=O)N2CCCCC2)cc1 (centres undefined)	-18	0.0	1	8	-4	0.0	-3	7
O=S(=O)(NC[C@@H]1N[C@@H](CO)[C@H]1c1ccccc1)c1ccccc1	-82	0.2	-1	-9	-1	0.1	2	-17
Oc1ccc(N2CCN(c3ccnc4cc(Cl)ccc34)CC2)cc1	-8	nt	-3	1	0	0.0	5	0

Four compounds already listed, sorted by SMILES length, rising:
SMILES	RAD52 inh	E-sel inducer	ERAP1 inh	ERp5 inh	esBAF inh	XiGFP reactiv	RAD54 inh	S100A4 inh HTS
Oc1ccc(N2CCN(c3ccnc4cc(Cl)ccc34)CC2)cc1	-8	nt	-3	1	0	0.0	5	0
O=S(=O)(NC[C@@H]1N[C@@H](CO)[C@H]1c1ccccc1)c1ccccc1	-82	0.2	-1	-9	-1	0.1	2	-17
O=C(O)c1ccc(NC(=O)c2cn(-c3ccccc3)nc2-c2ccc(Br)cc2)cc1	-29	nt	6	-2	nt	0.0	nt	-9
O=C1CCc2cc(S(=O)(=O)NCCCC(=O)N3CCN(Cc4ccc5c(c4)OCO5)CC3)ccc2N1	-36	0.9	-1	-2	nt	0.2	nt	-1
